TRHR ag – qHTS for Small Molecule Agonists and Allosteric Enhancers of Human TRH Receptor: Primary Screen for Agonists; TRHR cells, calcium flux fluo-8, FDSS agonist mode; activation, % at 2 µM; hit rate 0.18% among 360,000; in the data active = activation above about 30%; also: 0% is about no effect
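In this calcium-flux screen, cells bearing human TRHR are dye-loaded with fluo-8, baselined for 10 cycles, then exposed to library compounds; positive kinetic calcium responses during the agonist phase mark hits, with TRH as control.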
D2 ag – HTS Assay for Allosteric Agonists of the Human D2 Dopamine Receptor: Primary Screen for Agonists. hit rate 0.53% among 340,000. D(2) dopamine receptor (Homo sapiens), P14416. activation, % at 2 µM. HEK293 T-REx D2 cells, calcium flux agonist mode;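 active = activation over 3 SD above normal in the single-dose calcium agonist read, cut at about 30% in these data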; also: 0% is about no effect
Target sequence (P14416 whole entry, looked up): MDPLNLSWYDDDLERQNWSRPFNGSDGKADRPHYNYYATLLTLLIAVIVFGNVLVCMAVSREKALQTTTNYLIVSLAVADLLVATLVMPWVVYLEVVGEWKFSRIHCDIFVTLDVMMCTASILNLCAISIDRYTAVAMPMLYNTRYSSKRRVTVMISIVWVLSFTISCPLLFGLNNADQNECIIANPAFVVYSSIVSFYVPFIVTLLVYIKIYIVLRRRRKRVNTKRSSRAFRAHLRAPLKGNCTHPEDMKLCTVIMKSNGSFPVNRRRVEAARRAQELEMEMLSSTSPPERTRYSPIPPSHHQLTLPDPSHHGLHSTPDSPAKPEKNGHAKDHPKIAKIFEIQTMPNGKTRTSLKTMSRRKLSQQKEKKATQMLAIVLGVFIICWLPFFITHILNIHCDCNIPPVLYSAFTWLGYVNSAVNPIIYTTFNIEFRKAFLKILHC
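Agonism scored from kinetic calcium signal (1 read/sec, 180 s) following compound pin transfer, after a 10 s baseline. Cells: HEK293 Trex line expressing inducible D2 receptor coupled to calcium, dye-loaded after overnight culture at 30 C.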
PI4K2A block – qHTS for small molecular inhibitors of PI4K2A; purified PI4K2A, ADP-Glo luminescence, 1 h; hits give low values; AID 1346378, 2018; hit rate 0.13% among 420,000; activity change, negative = inhibition, % at 76.9 µM; in the data active = activity change below about -50%; inconclusive = mostly about -30% to -49%;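 also: -100% = wells without enzyme as full effect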
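ADP-Glo luminescence measured ADP generated by PI4K2A enzyme (4 ug/mL before mixing) with 1.2 mM PI substrate (pre-mix) and 300 microM ATP (pre-mix). Tris pH7.5 buffer with MgCl2, Triton X-100; 1 h reaction at ambient temperature.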
D2 antag – HTS Assay for Allosteric Antagonists of the Human D2 Dopamine Receptor: Primary Screen for Antagonists | D(2) dopamine receptor (Homo sapiens), P14416 | HEK293 TREx D2 cells, calcium flux, dopamine EC80 | inhibition, % at 10 µM | hit rate 2% among 340,000 | AID 485344, 2010; in the data active = inhibition above about 30%; also: 0% is about no effect
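Cells plated overnight at 30 C with tetracycline; no-wash calcium dye, 30–90 min RT; 10 s baseline; compound pinned; 180 s read; EC80 dopamine added; another 180 s read.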
TrxR1 substrate – qHTS Assay for Substrates of Mammalian Selenoprotein Thioredoxin Reductase 1 (TrxR1): qHTS | AID 588456, 2011 | hit rate 0.01% among 390,000 | Potency, µM (series often up to 114 µM), for inactives: top-dose activity change, negative = substrate turnover | Thioredoxin reductase 1, cytoplasmic (Rattus norvegicus), O89049 | purified TrxR1 substrate turnover, NADPH consumption readout; also: potency is read from the fitted curve at half-maximal effect; % is scaled to controls: 0 for no effect and ±100 for the full control effect; nearly all actives have a fitted effect of over 50% in size
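Rat TrxR1, dispensed at 90 nM, was prereduced with 400 uM NADPH (final) for 5 min at ~22 deg C, then incubated with compound 15 min before 400 uM selenite. A first-read NADPH fluorescence drop versus no-compound background flagged substrates.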
mIDH1 inhibitor – qHTS for Inhibitors of mutant isocitrate dehydrogenase 1 (IDH1): qHTS | hit rate 0.093% among 390,000 | IDH1-R132H enzyme, NADPH consumption, diaphorase/resazurin fluorescence | Isocitrate dehydrogenase [NADP] cytoplasmic (Homo sapiens), O75874 | Potency, µM (doses to about 76.6 µM), inactives show at the highest dose activity change, negative = inhibition, most hits filed as inhibitors; also: potency is read from the fitted curve at half-maximal effect; % is scaled to controls: 0 for no effect and ±100 for the full control effect; nearly all actives have a fitted effect of over 65% in size
Target sequence (O75874 whole entry R132H, stated change not applied): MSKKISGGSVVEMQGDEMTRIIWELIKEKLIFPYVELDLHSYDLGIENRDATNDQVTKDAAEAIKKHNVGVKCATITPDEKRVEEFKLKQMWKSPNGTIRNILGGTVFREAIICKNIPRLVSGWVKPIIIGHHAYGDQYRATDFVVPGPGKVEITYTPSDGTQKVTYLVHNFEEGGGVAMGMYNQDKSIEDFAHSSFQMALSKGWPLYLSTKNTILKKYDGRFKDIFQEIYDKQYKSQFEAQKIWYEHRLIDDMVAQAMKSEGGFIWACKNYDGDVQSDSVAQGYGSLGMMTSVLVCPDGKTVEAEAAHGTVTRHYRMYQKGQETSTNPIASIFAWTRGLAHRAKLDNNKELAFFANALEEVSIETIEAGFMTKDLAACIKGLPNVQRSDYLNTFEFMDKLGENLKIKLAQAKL
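IDH1-R132H (0.5 ug/mL dispensed) in pH 7.5 Tris buffer was preincubated 30 min with compound, then given a substrate mix of 0.016 mM NADPH and 2 mM alpha-KG for 80 min at room temperature; remaining NADPH was read by diaphorase/resazurin fluorescence.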
TRHR enhancer – qHTS for Small Molecule Agonists and Allosteric Enhancers of Human TRH Receptor: Primary Screen for Enhancers | TRHR cells, fluo-8 calcium fluorescence, EC20 TRH enhancement | enhancement, % at 2 µM | hit rate 0.66% among 360,000; in the data active = enhancement above about 30%; also: 0% is about no effect
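TRHR-expressing cells loaded with fluo-8 calcium dye were read kinetically (ex 480/em 530) during compound addition, then stimulated with an EC20 of TRH (10 nM final). Enhancement of the Gq-mediated intracellular calcium response was scored.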
TrxR1 inh – qHTS Assay for Inhibitors of Mammalian Selenoprotein Thioredoxin Reductase 1 (TrxR1): qHTS; Thioredoxin reductase 1, cytoplasmic (Rattus norvegicus), O89049; recombinant rTrxR1, NADPH fluorescence consumption, selenite substrate; Potency, µM (top dose mostly 114 µM), for the others: at the top dose activity change, negative = inhibition, actives largely listed as inhibitors; hit rate 1% among 390,000; AID 588453, 2011; also: potency is read from the fitted curve at half-maximal effect; % is scaled to controls: 0 for no effect and ±100 for the full control effect; nearly all actives have a fitted effect of over 65% in size
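Rat TrxR1 (90 nM in the dispensed reagent) was pre-reduced with 400 uM NADPH for 5 min at room temperature, then incubated with compound for 15 min. After 400 uM selenite was added, NADPH fluorescence (Ex 340/Em 450 nm) was followed for 8 min.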
USP1-UAF1 inh – Inhibitors of USP1/UAF1: Primary Screen; Ubiquitin carboxyl-terminal hydrolase 1 (Homo sapiens), O94782; Potency, µM (highest dose often 57.1 µM), for the others: at the highest dose activity change, negative = inhibition, usual class: inhibitors; hit rate 0.23% among 390,000; recombinant USP1/UAF1, Ub-Rhodamine cleavage fluorescence; AID 743255, 2014; also: potency is read from the fitted curve at half-maximal effect; % is scaled to controls: 0 for no effect and ±100 for the full control effect; nearly all actives have a fitted effect of over 60% in size; inactives centre near -12
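1 nM enzyme complex + cpd, 15 min RT; start with Ub-Rho 150nM final; kinetic fluorescence ex 480/em 540, 6 reads q60 s. Buffer 50mM HEPES pH 7.8, 0.5mM EDTA, 0.1 mg/ml BSA, 1mM TCEP, 0.01% Tween-20.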
An asterisk follows results filed as active; ? = inconclusive; · = no result given; [ ] = another dose, or the depositor's remark. Unless noted, calls follow the shape of the dose curve; as a rule, active = well fitted inhibition curve with a large enough effect; inconclusive = small, poorly fitted or top-dose-only effect; inactive = no such curve, though single readings can be large or run the other way.

SMILES	TRHR ag	D2 ag	PI4K2A block	D2 antag	TrxR1 substrate	mIDH1 inhibitor	TRHR enhancer	TrxR1 inh	USP1-UAF1 inh
CC(C)n1c(C(O)c2ccccc2)nc2ccccc21 (stereo not given)	-0.7	0.0	0	9	5%	5%	2	-7%	-19%
CC1(C)CC(=O)C=C(NCc2ccc(C(=O)O)cc2)C1	-0.2	0.4	-1	15	-10%	-4%	1	-11%	3%
Cn1nc(-c2ccccc2)cc1NS(=O)(=O)c1ccccc1	-1.4	-0.2	0	2	3%	11%	4	25%	-16%
Cc1nn(-c2ccccc2)c(NC(=O)C(C)C)c(-c2ccccc2)c1=O	0.2	-0.3	-1	16	3%[57.1 µM]	5%	3	5%[57.1 µM]	-1%
COCCC1CCCCN1C(=O)c1ccc(OC)c(OC2CCN(C(C)=O)CC2)c1 (stereo not given)	·	·	0	·	7%	-3%	·	9%	-7%
CCOc1ccccc1CN1CCNC(=O)C1CC(=O)NCCN1CCOC1=O (stereo not given)	2.4	0.3	0	-7	3%	-2%	-4	-9%	-12%
COc1ccc(CCNC(=O)C(C)Sc2ccc(C)cc2)cc1OC (stereo not given)	-0.8	·	7	·	9%[57.1 µM]	1%	-4	11%[57.1 µM]	-18%
COC(=O)NNC(=O)/C=C/c1ccccc1	0.6	0.6	-10	-9	-7%	2%	0	-2%	-17%
CC1(C)Oc2ccc3ccc(=O)oc3c2/C(=N/O)C1=O	-2.0	-0.2	-1	-9	-30%	0%	-2	-15%	-20%
COc1cc(C)nc(OCCNS(=O)(=O)c2cc(C)ccc2C)n1	-0.5	-1.1	-1	7	1%	3%	-7	3%	-5%
CSc1nc(NCc2ccco2)c2sc3nc(C(C)C)c4c(c3c2n1)CC(C)(C)OC4	11	0.6	-4	-11	24%	3%	-5	13%	-17%
O=C1CSC(=S)N1c1cccc(Br)c1	-0.5	1.2	5	25	-8%	5%	-16	-20%[57.1 µM]	-1%
COc1ccc(C(=O)/C=C2\NCC3c4ccccc4CCN3C2=O)cc1 (stereo not given)	-0.5	0.1	1	-12	-8%	-3%	-3	?	-5%
CCN1CCN(c2cc3c(nn2)Oc2ccccc2N3C)CC1	-0.4	1.5	-2	-14	86%[activator]	13%	-2	-20%	-9%
COc1ccc(-c2nn(-c3ccccc3)cc2C(=O)NC(=S)N2CCOCC2)cc1OC	-1.2	0.1	4	-9	-7%	3%	16	-9%	?
Cc1ccc(S(=O)(=O)NCCN2CCNC2=O)cc1	0.3	0.2	2	-13	2%	-2%	-7	31%	-12%
Cn1nc(C(C)(C)C)c([N+](=O)[O-])c1C(=O)NC(C)(C)C	0.3	0.9	-3	0	3%[57.1 µM]	2%	5	16%[57.1 µM]	-1%
COC(=O)N[C@H](CC(C)=O)c1cccc(C(F)(F)F)c1	-0.4	0.1	-3	-17	6%[57.1 µM]	-9%	7	0%[57.1 µM]	20%
N#CC1(NC(=O)CSc2ccccn2)CCCCC1	-0.1	-0.5	4	-4	-4%	4%	3	5%	-1%
Cc1cc(C)c2nc(-c3ccccn3)cc(C(=O)n3cccn3)c2c1	-1.3	0.4	2	2	36%	10%	-1	30%[57.1 µM]	-15%
CSc1ccccc1OCc1cc(C(=O)NCCC2CCCCO2)no1 (stereo not given)	-1.2	0.4	5	-15	-9%	2%	-7	-11%	-10%
COc1ccc(C(=O)C2CCCN(C(=O)c3n[nH]c4c3CCCC4)C2)cc1OC (stereo not given)	-0.2	-0.3	4	6	-3%[57.1 µM]	-4%	0	-1%[57.1 µM]	-26%
CCC(CC)C(=O)c1c[nH]c(C(=O)N2CCN(c3ccccc3F)CC2)c1	-0.1	1.4	-1	-6	-9%[57.1 µM]	9%	7	37%[activator][57.1 µM]	-4%
Cc1ccc(NC(=O)c2cc(-c3ccccc3O)n[nH]2)cc1Cl	0.7	-0.4	4	1	6%	1%	6	21%	-19%
CCOC(=O)[C@H]1[C@H]2COc3ccc(OC)cc3[C@@H]2N2C(=O)CN(Cc3ccco3)C(=O)[C@@]12C	-0.1	-0.3	6	0	4%[57.1 µM]	7%	-3	21%[57.1 µM]	-24%
CCCCNC(=O)c1nnn(-c2ccccc2)c1N	0.0	1.0	1	-16	13%[57.1 µM]	11%	-3	-5%[57.1 µM]	-12%
Cc1cc(C)nc(N2CCC(C(=O)Nc3cccc(C(F)(F)F)c3)CC2)n1	-0.8	-0.7	1	-2	-3%	-5%	2	-10%	0%
C#CCOCCOCCOCCNc1nc(N2CCN(C(=O)CCCCCCCCCCNC(=O)[C@H](CCCN=C(N)N)n3cc(C[C@@H](C)CC)nn3)CC2)nc(N2CCN(C(=O)CCCCCCCCCCNC(=O)[C@@H]([C@H](C)CC)n3cc(CCCCCN)nn3)CC2)n1	0.0	3.4	·	3	·	·	2	·	·
Cc1ccc(CN2CCN(C(=O)c3ccncc3)CC2)cc1	0.3	-0.7	0	14	-3%	1%	-1	18%	-17%
O=C(N/N=C/c1ccc(N2CCCCC2)o1)c1ccccc1	0.0	0.2	-6	15	-3%	7%	-5	2.8µM*	-1%

Just TrxR1 inh and TRHR ag, for 2 of the compounds above:
Structure,TrxR1 inh,TRHR ag
O=C(N/N=C/c1ccc(N2CCCCC2)o1)c1ccccc1,2.8µM*,0.0
CC1(C)CC(=O)C=C(NCc2ccc(C(=O)O)cc2)C1,-11%,-0.2

Going on with the list:
SMILES	TRHR ag	D2 ag	PI4K2A block	D2 antag	TrxR1 substrate	mIDH1 inhibitor	TRHR enhancer	TrxR1 inh	USP1-UAF1 inh
O=C(Nc1nnc2n1CCS2)c1ccccc1C(F)(F)F	0.2	0.4	-6	·	-3%[57.1 µM]	-10%	1	15%[57.1 µM]	-27%
CCOC(=O)COc1cccc2c(=O)n(CC(=O)N3CCC(C)CC3)ccc12	-1.2	-0.2	-4	-4	-4%[57.1 µM]	12%	-2	1%[57.1 µM]	-16%
CCOC(=O)C1=C(C)NC(C)=C(C(=O)OCC)C1C(=O)OCC(=O)N(C)C1CCS(=O)(=O)C1 (stereo not given)	0.0	1.4	-2	-3	0%[57.1 µM]	10%	-4	32%[activator][57.1 µM]	-14%
O=C(CC1S/C(=N/N=C/C=C/c2ccccc2)NC1=O)Nc1ccc(C(=O)O)cc1 (stereo not given)	-2.6	-0.6	1	2	-2%[57.1 µM]	8%	2	4%[57.1 µM]	-15%
CCOc1ccc(OC(=O)c2c(-c3ccccc3Cl)noc2C)cc1	0.3	1.0	-2	·	-7%[57.1 µM]	-10%	11	7%[57.1 µM]	-5%
CCOC(=O)c1noc(C)c1C(=O)Nc1nccs1	0.4	0.1	0	-7	-9%	4%	5	1%	-2%
COc1ccc(CCNC(=O)C(=O)Nc2nccs2)cc1OC	-0.2	0.3	-5	15	3%	8%	-3	13%	-20%
CCN(c1ccccc1C(=O)O)S(=O)(=O)c1cccc2nsnc12	0.1	-0.5	-4	31*	-7%[57.1 µM]	10%	-2	4%[57.1 µM]	-27%
CC(C)(C)c1cc(C(C)(C)C)cc(S(=O)(=O)CCc2ccccn2)c1	-1.0	-1.0	-9	12	-10%[57.1 µM]	8%	-9	7%[57.1 µM]	-13%
Cc1ccc(-n2c(=O)[nH]c3cc(C(=O)NCc4ccccc4)ccc3c2=O)cc1	1.0	3.4	2	·	11%[2.29 µM]	1%	4	7%	-27%
CC(=O)c1sc2nc(-c3cccs3)ccc2c1N	-1.1	-0.2	-7	3	4%	2%	-5	-4%	?
O=C(CNc1cccc([N+](=O)[O-])c1)N/N=C/c1ccc(F)cc1	0.5	-0.3	10	-4	1%[11.4 µM]	-5%	-1	6%[11.4 µM]	-11%
CCOC(=O)C1=C(c2cccc(F)c2)NC(=S)NC1C (stereo not given)	-0.4	-0.2	1	-19	0%	1%	6	8%	-12%
C/C(=N/NC(=O)CNC(=O)c1cccnc1)c1ccco1	1.0	0.2	2	-35	10%[57.1 µM]	-2%	-5	18%[57.1 µM]	-16%
CCn1c(=O)n(CC)c2cc(N3CCCC3)c(NC(=O)Nc3cc(C)cc(C)c3)cc21	1.3	-0.6	3	·	6%[57.1 µM]	-9%	0	12%[57.1 µM]	-13%
Cc1ccc(Cl)cc1N1CCN(C(=O)CSc2cc(=O)n(C)c3ccccc23)CC1	-0.3	-0.4	3	·	-3%	11%	-3	5%	-16%
Cc1ccc(S(=O)(=O)c2cn(C)c3cc(N4CCCC(C)C4)c(F)cc3c2=O)c(C)c1 (stereo not given)	0.0	-0.3	3	·	7%	-20%	14	-6%	-12%
COc1cccc(NC(=O)c2ccccc2-c2nc(-c3cccc(C)c3)no2)c1	0.0	-0.1	8	9	3%	7%	0	13%[57.1 µM]	-20%
COc1cc(NC(=O)[C@H](C)NC(=O)N2CCn3c2nc2ccccc23)cc(OC)c1	0.5	-0.5	-6	-1	8%	-1%	-5	27%	?
c1coc(CN2CNc3nc4ccccc4n3C2)c1	0.9	1.5	-1	5	-3%[57.1 µM]	12%	9	9%[57.1 µM]	7%
